NPYLR7 agonist – agonists of mosquito NPYLR7 receptor, primary screen, cell-based, Aedes aegypti, calcium fluorescence, mosquito biting behavior | HEK293T NPYLR7/Galpha15, GCaMP6s calcium fluorescence | activation, % at 10 µM | hit rate 0.15% among 270,000; in the data active means activation above about 40%;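 further: 0% = vehicle and 100% = reference agonist at the receptor; some compounds past the cut are filed as inactive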
mcGAS lum – cyclic GMP-AMP synthase inhibitors, mouse, primary biochemical chemiluminescence; Q8C6L5; recombinant cGAS, Kinase-Glo ATP depletion luminescence; inhibition, % at 12.5 µM; hit rate 0.15% among 160,000; AID 1259399, 2018;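 further: 0% = negative control wells and 100% = reference inhibitor with no enzyme activity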
hcGAS lum – Primary biochemical luminescence assay for human cyclic GMP-AMP synthase inhibitors | recombinant h-cGAS, ATP depletion, Kinase-Glo luminescence | inhibition, % at 12.5 µM | Q8N884 | hit rate 0.081% among 290,000;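 further: 0% = vehicle reaction and 100% = reaction without DNA for no activity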
Target sequence (Q8N884 whole entry, looked up): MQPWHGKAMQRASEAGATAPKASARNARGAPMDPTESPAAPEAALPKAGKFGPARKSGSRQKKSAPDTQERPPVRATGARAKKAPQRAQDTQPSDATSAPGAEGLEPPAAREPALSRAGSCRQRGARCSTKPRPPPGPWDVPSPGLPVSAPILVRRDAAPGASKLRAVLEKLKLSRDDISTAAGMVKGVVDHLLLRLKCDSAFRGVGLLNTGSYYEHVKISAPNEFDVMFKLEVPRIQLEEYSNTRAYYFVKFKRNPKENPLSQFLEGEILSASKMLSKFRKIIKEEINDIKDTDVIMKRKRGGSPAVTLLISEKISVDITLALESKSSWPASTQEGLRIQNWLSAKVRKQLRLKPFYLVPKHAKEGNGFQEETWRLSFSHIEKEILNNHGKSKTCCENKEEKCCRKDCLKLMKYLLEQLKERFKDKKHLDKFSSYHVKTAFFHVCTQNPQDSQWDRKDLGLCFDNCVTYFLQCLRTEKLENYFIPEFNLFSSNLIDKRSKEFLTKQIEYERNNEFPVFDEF
Starred values were filed as active, the others as inactive; . = not tested or not shown; & = joins results of further samples. Unless noted, no stated cut-off is given here; in the data, active means inhibition above about 40%; inactive means the rest.

SMILES	NPYLR7 agonist	mcGAS lum	hcGAS lum
CCOCCC(=O)N1CCN(Cc2ccc(-c3noc(COC)n3)cc2)CC1	12	-5	-1
O=C(CCS(=O)(=O)c1ccccc1)N(Cc1cccnc1)c1nc2cc3c(cc2s1)OCCO3	-15	-7	-5
O=C(c1cccs1)N1CCN(c2nc3nonc3nc2N2CCCCCC2)CC1	-1	.	-3&-9
Cc1ccc(OC(C)C(=O)N2CCC(c3n[nH]c(=S)o3)CC2)cc1 (configuration not stated)	1	.	-1
CC(=O)CC1(O)C(=O)N(CCOc2ccc(C)cc2)c2ccccc21 (configuration not stated)	17	.	-14
CO[C@@H]1c2ccccc2C2(CCN(CCCOc3ccccc3)CC2)[C@H]1O	3	-10	-5
Cc1nn(C2CCS(=O)(=O)C2)c2nc(-c3ccccc3)cc(C(=O)N3CCN(C)CC3)c12 (configuration not stated)	3	-10	-8
O=C(N1CCC(n2nnc3c2CCCC3)CC1)C1(c2ccc(F)cc2)CCCC1	-1	.	2
CCCCNC(=O)c1csc(CN(CCCC)C(=O)Nc2cccc(Cl)c2Cl)n1	10	-5	-9
COCCCNC(=O)C(NC(=O)C1CC1)C1CCN(C(=O)c2ccccc2C)CC1 (configuration not stated)	22	-4	-9
COc1ccc(-c2[nH]ncc2CN2CCCN(c3ccccc3)CC2)c(F)c1	2	-4	-2
CCCn1c(N2CCN(Cc3ccc(F)cc3)CC2)nc2c1c(=O)[nH]c(=O)n2C	0	.	-7
COc1ccc(C2Nc3cccc4cccc(c34)N2)cc1Br	3	-3	-3
COc1ccc(C2CCCCCN2C(=O)CCn2cnc3sc(C)c(C)c3c2=O)cc1 (configuration not stated)	-3	-12	-4
CC(C)(C)c1nc(CS(=O)(=O)Cc2cccc(Cl)c2)cs1	0	-10	-6
NS(=O)(=O)c1ccc(Sc2ccccc2C(=O)NC2CCCCC2)cc1	10	.	-8
Cc1ccc(-c2nc(N3CCCC3)c3ccc(Cl)cc3n2)cc1	0	1	3
CCOC(=O)c1ccccc1NC(=O)c1c[nH]c(=O)n(-c2cccc(OC)c2)c1=O	-2	-3	-1
CCCCCCCC(=O)N1CCN(c2cc(Cl)nc(SCC(=O)NCCCN3CCOCC3)n2)CC1C (configuration not stated)	.	-6	-3
CCSc1nc(CC(=O)NCCc2nc(C)c(C)s2)cs1	8	-17	-5
O=C(OCc1cc(=O)oc2ccc3ccccc3c12)c1ccc2ccccc2n1	3	-3	-4
CCCCC(CC)C(=O)N(Cc1ccc2c(c1)c1ccccc1n2CC)Cc1ccco1 (configuration not stated)	-6	-5	-6
CCOC(=O)c1oc2ccccc2c1CN1C(=O)NC2(CCCC2)C1=O	-7	.	-5
Cc1nc(-c2ccccc2)nc(N2CCN(C(=O)c3cccs3)CC2)c1Cc1ccc([N+](=O)[O-])cc1	22	-8	-2
COC(=O)N(C)Cc1cccc(N2CCN(C(c3ccccc3)c3ccccc3)CC2)c1	-4	-2	-5
CCCc1cc(NCCN2CCOCC2)n2nc3nc(C)cc(C)c3c2n1	3	-9	-12
COc1ccc(CCC(=O)NCCn2ncc3c(N4CCCC4)nc(SC)nc32)cc1	.	-6	-4
CC(C)(C)CC(=O)N1CCN(C(=O)N2CCCCC2)CC1	8	.	-5
Cc1cc(C)nc(NS(=O)(=O)c2ccc(Br)cc2)n1	-1&-1	.	-2&-4
Cc1ccc(-c2noc(CN3CCN(C(=O)CN4CCCCCCC4=O)CC3)n2)cc1	0	.	-2
CC(C)Sc1ccc(CC(=O)NCC2CCN(c3ncccn3)CC2)cc1	-11	.	-2
Cc1cc(C)c(C(=O)N(C)CCN(C)C(=O)c2[nH]c(C)cc2C)[nH]1	2	.	-3
C=Cc1ccc(Cn2c(C)c(C(=O)NCc3cccc(Cl)c3)sc2=O)cc1	7	.	-4
Cc1ccc(-n2ncc3c(=O)n(NC(=O)Cc4cccc(C)c4)cnc32)cc1	4	.	-9
CSCCn1c(=NC(=O)c2ccnn2C)sc2cc(S(C)(=O)=O)ccc21	.	-7	-6
CCCCN(CC(=O)N1CCc2sccc2C1c1ccc(OC)cc1)C(=O)C(CC)c1ccccc1 (configuration not stated)	5	-2	1
COC(=O)C1=COC(O[C@H]2OC(CO)[C@H](O)C(O)C2O)[C@H]2C1C(=O)C[C@@H]2C (some centres not stated)	2	-6	0
Cc1ccc(CN(Cc2ccc(F)cc2)C(=O)CN(Cc2ccco2)C(=O)c2cccs2)s1	0	-4	-1
Cc1nc(C2CC23CCNCC3)n(-c2ccncc2C)n1 (configuration not stated)	0	.	-7
O=C(NCc1ccccc1)OCC(F)(F)F	2	-14	-5

In another format: 4 of the compounds above.
Cc1cc(C)c(C(=O)N(C)CCN(C)C(=O)c2[nH]c(C)cc2C)[nH]1
  NPYLR7 agonist: 2
  mcGAS lum: .
  hcGAS lum: -3
C=Cc1ccc(Cn2c(C)c(C(=O)NCc3cccc(Cl)c3)sc2=O)cc1
  NPYLR7 agonist: 7
  mcGAS lum: .
  hcGAS lum: -4
Cc1ccc(-n2ncc3c(=O)n(NC(=O)Cc4cccc(C)c4)cnc32)cc1
  NPYLR7 agonist: 4
  mcGAS lum: .
  hcGAS lum: -9
CSCCn1c(=NC(=O)c2ccnn2C)sc2cc(S(C)(=O)=O)ccc21
  NPYLR7 agonist: .
  mcGAS lum: -7
  hcGAS lum: -6

New compounds follow
SMILES	NPYLR7 agonist	mcGAS lum	hcGAS lum
CC(Sc1n[nH]c(C(C)C)n1)C(=O)NCc1ccc(Cl)cc1 (configuration not stated)	22	.	-4
Cc1ccc(-n2[nH]c(C)c(N=Nc3cccc(-c4cccc(C(=O)O)c4)c3O)c2=O)cc1C	-13	-15	-14
Cc1ccccc1CN1CCN(C(=O)CN2CCCC(C(=O)Nc3ccc(Cl)cn3)C2)CC1 (configuration not stated)	1	.	-8
COc1nc(-c2ccc3c(c2)OCO3)n(-c2ccc(NC(=O)c3cccc(F)c3)cc2)n1	28	-7	-1
C=CCN1CC(c2nc3ccccc3n2CCOc2ccccc2)CC1=O (configuration not stated)	5	-8	-10
CC(C)C1CN(C(=O)c2cnn3cc(CCO)cnc23)CCCN1CC1CC1 (configuration not stated)	.	-13	-7
CCN1CCOC(C(=O)NC(C#N)c2cccc(Cl)c2)C1 (configuration not stated)	10	.	-4
O=C1CC(NCc2ccco2)C(=O)N1c1ccc(Br)cc1 (configuration not stated)	-14	-5	-1
CCOC(=O)c1[nH]c(=O)[nH]c1CN1CCC2(CCN(C)CC2)C1	10	.	2
Cc1cccc(-n2nc(C(C)(C)C)cc2NC(=O)CN(C(=O)C2C[C@H]2c2ccccc2)C(C)C)c1C (some centres not stated)	11	-5	-10
COC(=O)CCCC(=O)NC1CC(C)(C)Cc2nc(C(C)(C)C)ncc21 (configuration not stated)	24	.	-6
COC1CCCOC12CCN(C(=O)Cn1cc(C)c(=O)[nH]c1=O)CC2 (configuration not stated)	.	2	10
CCCCCN(CC(=O)N1CCc2sccc2C1c1ccccc1C)S(=O)(=O)c1ccc(F)cc1 (configuration not stated)	39	-5	-5
CC(NC(=O)c1ccc(N)nc1)c1ccccc1Cl (configuration not stated)	18	-10	-8
C=C(C)Cn1c(=O)c2c(nc3n(-c4ccccc4)c(C)cn23)n(C)c1=O	-2	.	0
Fc1ccc(-c2cnc(CN3CCOC(Cn4cccn4)C3)o2)cc1 (configuration not stated)	3	.	-9
C=CCN1C(=O)C2(CC(=O)N(CCCN(C)S(C)(=O)=O)C2=O)c2cc(C)ccc21 (configuration not stated)	23	-3	-6
CCOC(=O)c1[nH]c(C)c(C(=O)OCC(=O)N2CC(C)OC(C)C2)c1C (configuration not stated)	2	.	-12
Cc1ccccc1-n1c(Cc2ccccc2)nnc1SCc1ccc(C(=O)O)cc1	-3	-6	-2
O=C(CC1CCCCC1)NCCn1nc(-c2ccc(Cl)cc2)ccc1=O	0	-9	-7

Single records, from the list above:
Cc1cccc(-n2nc(C(C)(C)C)cc2NC(=O)CN(C(=O)C2C[C@H]2c2ccccc2)C(C)C)c1C (some centres not stated) across the screens: NPYLR7 agonist: 11; mcGAS lum: -5; hcGAS lum: -10
C=CCN1C(=O)C2(CC(=O)N(CCCN(C)S(C)(=O)=O)C2=O)c2cc(C)ccc21 (configuration not stated) across the screens: NPYLR7 agonist: 23; mcGAS lum: -3; hcGAS lum: -6

Following part.
SMILES	NPYLR7 agonist	mcGAS lum	hcGAS lum
CCN(Cc1cnn(C)c1)C(=O)c1cccc(S(C)(=O)=O)c1	4	1	4
CC1=NN(c2cccc(Cl)c2)C(=O)/C1=C\c1ccc2c(c1)OCO2	2	0	-7
CCCC(C)C(=O)Nc1nc2c(s1)C(=O)CC(C)(C)C2 (configuration not stated)	3	.	-11
Cc1c(C)n2c3c(=O)n(CCN4CCOCC4)c(=O)n(C)c3nc2n1C1CCCC1	-13	.	2
O=C(CN1C(=O)c2ccccc2C1=O)N1CCOCCOCCOCCOCC1	9	.	-3
CN(C)c1nc2c(c(=O)[nH]1)CCN(C(=O)c1cccc(-c3cn[nH]c3)c1)C2	-2	-9	-4
COc1ccc(S(=O)(=O)Oc2ccc(CNCC3CCCO3)cc2)cc1 (configuration not stated)	-5	-4	0
CN1C(=O)NC(c2cccc(F)c2)C2=C1CN(Cc1ccco1)C2=O (configuration not stated)	-2	-5	-7
Cc1csc(C(C)NC(=O)NC(C)c2ccc(F)cc2F)n1 (configuration not stated)	-4	.	2
C=CCN1CCN(C(=O)c2sccc2N(C)S(=O)(=O)c2c(C)cc(C)cc2C)CC1	-1	-5	-6
CC(=O)n1c(O)c(N=NC(=O)COc2ccc3ccccc3c2)c2ccccc21	-4	.	1
Cc1ccccc1N1CCN(C(=O)CCC2CCCCN2C)CC1 (configuration not stated)	-2	.	3
CSc1ccc(/C=c2/sc3nc(=O)c(Cc4ccc(F)cc4)nn3c2=O)cc1	9	5	-6
Cc1cc(C)cc(-n2c3ccc(NC(=O)Cc4cccc5ccccc45)cc3c(=O)n2C)c1	21	-7	-7
O=C(Cc1csc(Nc2ccc(OC(F)(F)F)cc2)n1)NC1CCCC1	13	.	-10
COc1ccc(C2CC(O)=C(C#N)c3nc4ccccc4n32)cc1 (configuration not stated)	1	-7	0&-13
CCOC(=O)C1(C)C(=O)OC(c2ccc(Cl)cc2Cl)C(C)(C)C1=O (configuration not stated)	-17	.	-8
C#CCSc1nc(C)c2cc(OC)ccc2n1	-8&8	.	-1&0
Cc1ccc(S(=O)(=O)N2C(=O)[C@@H](C)[C@H]2c2ccccc2)cc1	-6	.	10
COc1ccc(-c2nnc(SCc3cc(Cl)c4c(c3)OCCO4)o2)c(OC)c1	6	.	-7

A different layout for part of the listing above:
molecule | NPYLR7 agonist | mcGAS lum | hcGAS lum
C=CCN1CCN(C(=O)c2sccc2N(C)S(=O)(=O)c2c(C)cc(C)cc2C)CC1 | -1 | -5 | -6
CC(=O)n1c(O)c(N=NC(=O)COc2ccc3ccccc3c2)c2ccccc21 | -4 | . | 1

Further entries follow.
SMILES	NPYLR7 agonist	mcGAS lum	hcGAS lum
Cc1cc(C)n2c(Nc3ccc(S(N)(=O)=O)cc3)nnc2n1	9	.	-2
Nc1cccc(-c2cncc(N3CCN(Cc4ccccn4)CC3)n2)c1	-9	-1	-1
Brc1cc2c(cc1CSc1ncnc3sccc13)OCO2	9	.	-5
Cc1ccccc1CC(=O)NC1CCCc2c1cnn2C (configuration not stated)	-2	.	-2
Cc1ccn2c(=O)nc(SCC(=O)N3CCC(C)CC3)nc2c1	1	-8	-9
CCn1c(=O)c2c(nc3n2CCN3c2ccc(C)cc2)n(C)c1=O	14	.	-6
OCCN1CCN(c2nc(Nc3ccc(F)cc3)c3nccnc3n2)CC1	3	3	9
Cc1ccc2cc(CN(Cc3ccsc3)C3CC3)c(=O)[nH]c2c1	24	.	-3
CC(C)CCNC(=O)NC(=O)CSc1nnc(C2CC2)n1C	5	.	6
CC(c1nccs1)N(C)C(=O)c1cn2c3c(cccc3c1=O)CC2 (configuration not stated)	.	-12	-8
Cc1cccc(C)c1OCCCN(C)C(=O)c1ccc(-n2cnnn2)cc1	-6	-13	-6
CCOC(=O)c1sc(N)c(C#N)c1COC(=O)c1ncc(Cl)c(Cl)c1Cl	2	-10	-11
Cc1ccccc1C1NS(=O)(=O)N=C1N (configuration not stated)	-1	-8	-7
CNc1ccc(-c2cc(NCc3ccccn3)nc3[nH]ccc23)nn1	0	-12	-9
Nc1ncc(Cc2ccc(Cl)cc2F)s1	8	.	-12
Cc1nn(S(=O)(=O)c2ccc(C(C)(C)C)cc2)c(C)c1S(=O)(=O)N1CCCCCC1	5	.	-8
O=S1(=O)CCN2N=C(SCc3ccccc3F)SC2=N1	-1	.	-1

Results in mcGAS lum and NPYLR7 agonist, for some of the entries so far:
compound,mcGAS lum,NPYLR7 agonist
CC(c1nccs1)N(C)C(=O)c1cn2c3c(cccc3c1=O)CC2 (configuration not stated),-12,.
Cc1ccc2cc(CN(Cc3ccsc3)C3CC3)c(=O)[nH]c2c1,.,24
Nc1cccc(-c2cncc(N3CCN(Cc4ccccn4)CC3)n2)c1,-1,-9
Cc1ccccc1CC(=O)NC1CCCc2c1cnn2C (configuration not stated),.,-2

Compounds as they come. About 0.29% of those tested had a hit in this group.
